# From PubChem BioAssay
# D1 ag: human D1 receptor agonism; 360,000 compounds, 1% hits; HEK293 T-REx D1 cells, calcium flux, agonist mode; P21728; activation, % at 2 µM; note: 0% is about no effect
# Target sequence (P21728 whole entry, looked up): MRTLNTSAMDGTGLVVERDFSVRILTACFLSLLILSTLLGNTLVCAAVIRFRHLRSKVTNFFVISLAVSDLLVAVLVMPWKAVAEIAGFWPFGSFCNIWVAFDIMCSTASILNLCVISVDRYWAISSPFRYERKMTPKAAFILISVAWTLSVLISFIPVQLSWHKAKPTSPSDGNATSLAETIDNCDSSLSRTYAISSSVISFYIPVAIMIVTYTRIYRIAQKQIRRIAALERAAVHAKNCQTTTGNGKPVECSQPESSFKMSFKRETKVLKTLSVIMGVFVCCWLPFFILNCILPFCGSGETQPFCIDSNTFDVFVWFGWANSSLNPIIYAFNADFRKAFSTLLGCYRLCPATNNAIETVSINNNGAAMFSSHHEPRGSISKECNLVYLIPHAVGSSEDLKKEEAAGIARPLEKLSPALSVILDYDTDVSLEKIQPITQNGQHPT
#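 Inducible HEK293 T-REx D1 cells, force-coupled to calcium signalling, were plated at 4000 cells/well with tetracycline and held overnight at 30 C. After no-wash calcium dye loading, compound-evoked calcium rise over 180 s flagged agonists.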
# D2 antagonist: D2 dopamine receptor (human) antagonism; P14416; HEK293 TREx D2 cells, calcium flux, dopamine EC80; inhibition, % at 10 µM; 340,000 compounds, 2% hits; in the data active = inhibition above about 30%; note: 0% is about no effect
# Target sequence (P14416 whole entry, looked up): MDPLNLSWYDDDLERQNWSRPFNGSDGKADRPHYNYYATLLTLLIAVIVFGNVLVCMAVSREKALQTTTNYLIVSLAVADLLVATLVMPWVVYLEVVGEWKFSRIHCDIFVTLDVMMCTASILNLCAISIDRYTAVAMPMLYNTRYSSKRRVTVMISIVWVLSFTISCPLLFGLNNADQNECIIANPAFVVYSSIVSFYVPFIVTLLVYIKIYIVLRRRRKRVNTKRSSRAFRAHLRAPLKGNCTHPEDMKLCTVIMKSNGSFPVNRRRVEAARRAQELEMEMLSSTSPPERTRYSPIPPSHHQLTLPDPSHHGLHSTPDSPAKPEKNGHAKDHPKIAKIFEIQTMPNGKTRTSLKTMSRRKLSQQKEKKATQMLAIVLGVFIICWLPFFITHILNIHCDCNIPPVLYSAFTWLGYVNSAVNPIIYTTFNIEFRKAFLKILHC
#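 Overnight-induced (tetracycline, 30 C) HEK293 T-REx cells carrying force-coupled D2 receive a no-wash calcium dye, then compound, then EC80 dopamine at 180 s; signals are read kinetically throughout.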
# D1 potentiator: human D1 dopamine receptor positive modulation. P21728. HEK293 TREx D1 cells, calcium flux, dopamine EC20 potentiation. potentiation, % at 10 µM. 360,000 compounds, 0.036% hits. AID 504651; in the data active = potentiation above about 30%; note: 0% is about no effect
# TRHR agonist: TRH receptor (human) agonism | AID 493084 | P34981 | activation, % at 2 µM | 360,000 compounds, 0.18% hits | TRHR cells, calcium flux fluo-8, FDSS agonist mode; note: 0% is about no effect
#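 Agonist-mode FDSS calcium read (Ex 480/Em 530, 1 s cycles) in 1536-well TRHR cells with fluo-8 dye, after 10-cycle baseline and 23 nL compound addition; TRH at EC20 (10 nM final) added afterwards for the enhancer phase.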
# D2 ag: D2 dopamine receptor (human) agonism; P14416; HEK293 T-REx D2 cells, calcium flux agonist mode; activation, % at 2 µM; 340,000 compounds, 0.53% hits; AID 485358;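 active = activation over 3 SD above normal in the single-dose calcium agonist read, cut at about 30% in these data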; note: 0% is about no effect
#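 HEK293 Trex D2 cells, tetracycline-induced, o/n 30 C 5% CO2; no-wash Ca dye, RT 30–90 min; 10-cycle baseline, 23 nl cpd added, kinetic Ca read 180 s; agonist hits = positive Ca response.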
# D2 potentiator: D2 dopamine receptor (human) potentiation. P14416. HEK293 T-REx D2, calcium flux, EC20 dopamine potentiation. potentiation, % at 10 µM. 340,000 compounds, 0.34% hits. AID 485347;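 active = potentiation over 3 SD above the plate norm, cut at about 30% in these data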; note: 0% is about no effect
#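 Potentiation of an EC20 dopamine calcium response measured kinetically over 180 s, after a preceding 180 s compound-only read flagging agonists. Cells: inducible Hek293 Trex D2 line, 4000/well, cultured overnight at 30 C before dye loading.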
# TRHR PAM: TRH receptor (human) allosteric enhancement | P34981 | TRHR cells, fluo-8 calcium fluorescence, EC20 TRH enhancement | enhancement, % at 2 µM | 360,000 compounds, 0.66% hits | AID 493056; in the data active = enhancement above about 30%; note: 0% is about no effect
#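 TRHR-expressing cells loaded with fluo-8 calcium dye were read kinetically (ex 480/em 530) during compound addition, then stimulated with an EC20 of TRH (10 nM final). Enhancement of the Gq-mediated intracellular calcium response was scored.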
# D1 antag: human D1 dopamine receptor antagonism | P21728 | HEK293 TREx D1 cells, calcium flux, dopamine EC80; active compounds read low | activity change, negative = inhibition, % at 10 µM | 360,000 compounds, 3.2% hits | AID 504652; in the data active = activity change below about -30%; note: % is set by controls: 0 for no effect and ±100 for the full control effect
#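 Tetracycline-induced HEK293 Trex D1 cells, force-coupled to calcium, dye-loaded; compounds added and read 180 s, then EC80 dopamine added and calcium flux tracked kinetically another 180 s.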
# RXFP1 antagonist: antagonists of human relaxin receptor RXFP1; Q9HBX9; HEK293-RXFP1, relaxin-stimulated cAMP HTRF, 30 min; active compounds read low; activity change, negative = inhibition, % at 57.5 µM; 350,000 compounds, 0.59% hits; AID 1259400;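 active = activity change of -60% or lower, but not beyond a set lower limit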; note: % is set by controls: 0 for no effect and ±100 for the full control effect
# The depositor's hits bear a star; / = not tested or not shown. Cut-off read from the data, not from the text of the source, unless noted: active = activation above about 30%; inactive = the rest.
SMILES,D1 ag,D2 antagonist,D1 potentiator,TRHR agonist,D2 ag,D2 potentiator,TRHR PAM,D1 antag,RXFP1 antagonist
COc1cc(OC)c(NC(=O)c2noc3c2CSc2ccccc2-3)cc1Cl,4,/,-1,1.6,3.3,5,-3,-1,11
CC1CCCCN1S(=O)(=O)c1ccc(F)c(C(=O)Nc2ccccc2C(F)(F)F)c1 (stereo not drawn),-2,/,0,0.8,0.2,1,-5,3,-2
C#Cc1ccc([C@@H]2C=C(C(=O)Nc3ccccc3)O[C@H](OCC)[C@H]2CCCO)cc1,0,-8,8,0.2,0.2,0,-6,3,/
CC(CCc1ccccc1)NC(=O)CNC(=O)c1cccs1 (stereo not drawn),0,3,9,3.1,-0.9,-10,-7,-3,1
CCc1nn(CC(=O)NC(C)C)c(=O)c2cc3cc(F)ccc3n12,-1,/,-4,-0.3,0.2,13,-9,11,1
O=C(NCCN1CCN(C(=O)c2cccc([N+](=O)[O-])c2)CC1)C(=O)NCc1ccc(Cl)cc1,0,8,-6,0.2,-0.5,9,0,-13,-5
COc1ccc(S(=O)(=O)n2cccc2)cc1OC,2,-1,-6,-0.7,-0.3,-3,4,-35*,-3
Cc1ccc(CNC(=O)CCS(=O)(=O)c2cccc3nonc23)cc1,2,4,3,-0.2,0.9,1,0,-10,6
COc1cc(/C=N/NC(=O)c2cccnc2)cc(Br)c1O,4,-1,4,0.0,0.7,-10,-8,-4,5
CCCCn1c(N)c(N(CC)C(=O)CSc2nnnn2-c2cc(C)ccc2C)c(=O)[nH]c1=O,1,-5,-2,-0.6,-0.4,7,1,16,-3
OC(CNCc1cccc(Br)c1)c1ccccc1 (stereo not drawn),13,5,13,0.4,0.2,-12,-1,11,-25
Cc1ccc([N+](=O)[O-])c(Oc2ncnc3c2oc2ccccc23)c1,0,/,-1,-0.6,-0.1,10,4,-10,-7
CCCCNS(=O)(=O)/C=C/c1ccccc1,0,-7,0,-1.1,-1.4,-4,2,-7,-4
C/C=C/C=C/C(=O)Nc1nccs1,1,/,-4,-0.6,/,/,6,-4,-4
COc1ccc(CN2C(=O)c3ccccc3C(/C=N\OCc3ccc(F)cc3)C2=O)cc1 (stereo not drawn),9,14,-4,0.8,-0.3,-14,10,-10,-23
COc1c(O)cccc1/C=N/NC(=O)Cn1ccnc1C,1,-3,11,-1.2,-0.4,8,4,-10,3
CN1C(=O)CC(N2CCN(C(=O)c3ccccc3)CC2)C1=O (stereo not drawn),6,7,-2,1.3,-0.5,3,5,-12,/
CCOC(=O)c1c(NC(N)=O)nc2n1CCC2,-1,-17,-3,0.0,1.2,/,13,1,5
Cc1cc(C)cc(NC(=O)CN2C(=O)CCc3cc(S(=O)(=O)N4CCCCC4)ccc32)c1,12,/,0,2.9,2.5,3,-4,-11,/
CCOC(=O)c1ccc2c(c1)nc(-c1ccc(F)cc1)c1nccn12,1,0,0,0.2,1.2,7,0,-6,-1
Cn1cccc1CC(=O)N/N=C/C(Cl)=C/c1ccccc1,5,-18,-2,0.5,0.2,-7,1,-17,0
Cc1cnc(NC(=O)CN2C(=O)C3CC=CCC3C2=O)s1 (stereo not drawn),3,11,-2,-0.7,0.3,11,-6,1,1
O=C(CCc1nc(-c2ccccc2Cl)no1)NCC1CCCO1 (stereo not drawn),0,1,-1,-0.2,3.9,2,-2,10,10
O=C(CSc1nnc2n(C3CCCCC3)c(=O)c3ccccc3n12)OC1CCCCC1,0,-7,1,-1.2,-1.9,17,11,-4,-4
Cc1cc(C)cc(OCc2ccc(C(=O)N3N=C(C(F)F)CC3(O)C(F)F)o2)c1 (stereo not drawn),2,-6,1,0.0,-0.2,5,6,2,4

# The closing six records of the section before are carried over, then new ones follow.
SMILES,D1 ag,D2 antagonist,D1 potentiator,TRHR agonist,D2 ag,D2 potentiator,TRHR PAM,D1 antag,RXFP1 antagonist
CCOC(=O)c1ccc2c(c1)nc(-c1ccc(F)cc1)c1nccn12,1,0,0,0.2,1.2,7,0,-6,-1
Cn1cccc1CC(=O)N/N=C/C(Cl)=C/c1ccccc1,5,-18,-2,0.5,0.2,-7,1,-17,0
Cc1cnc(NC(=O)CN2C(=O)C3CC=CCC3C2=O)s1 (stereo not drawn),3,11,-2,-0.7,0.3,11,-6,1,1
O=C(CCc1nc(-c2ccccc2Cl)no1)NCC1CCCO1 (stereo not drawn),0,1,-1,-0.2,3.9,2,-2,10,10
O=C(CSc1nnc2n(C3CCCCC3)c(=O)c3ccccc3n12)OC1CCCCC1,0,-7,1,-1.2,-1.9,17,11,-4,-4
Cc1cc(C)cc(OCc2ccc(C(=O)N3N=C(C(F)F)CC3(O)C(F)F)o2)c1 (stereo not drawn),2,-6,1,0.0,-0.2,5,6,2,4
Fc1ccc(C(Nc2ccccn2)c2c[nH]c3ccccc23)cc1 (stereo not drawn),3,0,-1,-1.0,0.2,8,-4,-20,-3
Nc1c(C(=O)NCc2ccco2)c2nc3ccccc3nc2n1CCc1ccccc1F,8,1,-2,0.0,0.5,-15,-9,/,-6
COc1ccc(NC(=O)CSc2nnc(-c3ccco3)c(-c3ccco3)n2)cc1OC,-3,7,-2,0.1,-0.6,-10,-3,5,0
c1csc(-c2nc(-c3ccc(-c4ccon4)s3)no2)c1,2,/,-2,1.7,/,/,2,-3,8
O=c1[nH]c(=O)n(C2CCCCC2)c(O)c1C1=Nc2ccccc2SC(c2ccc(Cl)cc2)C1 (stereo not drawn),8,/,-3,0.1,/,/,-2,6,-6
O=C(NC1CCCCC1)C(c1ccncc1)N(Cc1ccc2c(c1)OCO2)C(=O)c1cnsn1 (stereo not drawn),1,16,1,-1.1,0.5,3,-2,-1,-12
CC(OC(=O)c1ccc2c(c1)S(=O)(=O)c1ccccc1C2=O)C(N)=O (stereo not drawn),4,-7,14,-0.8,2.0,19,-5,16,-1
COc1cc(CN(C)CC2CCCN(CCc3ccc(F)cc3)C2)c(Cl)cc1O (stereo not drawn),-3,-1,-4,0.3,1.4,8,0,-12,5
CCCCCc1nnc(NC(=O)OCCC)s1,0,29,-6,0.3,0.2,4,0,-9,1
CCOc1ccc(-n2c(=O)c3c(C)c(C(=O)N(C)C)sc3n(CC(=O)Nc3c(C)cc(C)cc3C)c2=O)cc1,0,/,1,-0.5,-0.1,-4,-4,-5,0
Cc1ccc(-n2nnnc2SCC(=O)Nc2sc(C)c(C)c2C#N)cc1C,2,23,1,-0.2,-0.1,4,5,-4,-12
CC(=O)c1ccc(N(C(=O)Cn2nnc(-c3ccccc3)n2)C(C(=O)NC2CCCCC2)c2ccccn2)cc1 (stereo not drawn),2,-4,-3,-0.6,0.5,6,-9,-8,-5
CCC1(CC)C(=O)N(C)C(=O)NC1=NCc1ccccc1,1,/,-2,0.3,/,/,-3,-15,3
Cc1noc(C)c1-c1nc(CSc2ccc(Cl)cc2)no1,5,7,-4,0.2,0.4,-9,-7,-10,-7
COc1ccc(-n2ccn(CC(=O)NCc3ccc(C)cc3)c(=O)c2=O)cc1OC,1,/,-1,-0.2,1.4,4,-3,6,16
O=C(NC1CCCCC1)C(c1ccccn1)N(C(=O)c1csnn1)c1ccccc1 (stereo not drawn),0,/,/,0.0,/,/,4,10,-9
O=C(CN1C(=O)/C(=C/c2ccccc2F)Sc2ccccc21)N1CCN(c2ccccn2)CC1,1,-4,1,0.6,1.2,9,26,5,-4
CCOC(=O)c1cc(NC(=O)CN2CCCC2)cc(C(=O)OCC)c1,11,9,0,-2.0,-1.7,36*,3,-3,-38
COc1ccc(OC)c(CN2CCC(C(=O)N3CCOCC3)CC2)c1,1,13,1,-0.2,-4.4,2,-3,1,17
COc1cc(C)c(CN2CCSCC2)cc1C,3,1,1,-0.6,0.7,-3,-2,5,-1
COc1cccc(NC(=S)NCc2ccncc2)c1,5,-3,0,-0.1,-1.3,-1,-3,8,-6
O=C(Nc1ccc(S(=O)(=O)N2CCOCC2)cc1)C1CC1,-2,-17,2,1.0,1.7,-8,9,-4,7
COc1cccc(-n2nc(C(=O)O)c3ccccc3c2=O)c1,2,7,-2,0.9,5.7,-1,-3,27,1
N#C/C(=C\c1cccnc1)c1ccc(Br)cc1,2,9,-3,0.6,0.1,9,8,-7,0
O=C(Cc1ccccc1)NCC(=O)N/N=C/c1cccs1,5,19,4,-0.1,0.2,-7,3,-3,7

# Structures listed above marked active in D1 antag.
SMILES	D1 ag	D2 antagonist	D1 potentiator	TRHR agonist	D2 potentiator	TRHR PAM	D1 antag	RXFP1 antagonist
COc1ccc(S(=O)(=O)n2cccc2)cc1OC	2	-1	-6	-0.7	-3	4	-35*	-3

# The list goes on.
SMILES,D1 ag,D2 antagonist,D1 potentiator,TRHR agonist,D2 ag,D2 potentiator,TRHR PAM,D1 antag,RXFP1 antagonist
CC(=O)NC(c1ccco1)c1cc(Cl)c2ccc(N(C)C)nc2c1O (stereo not drawn),26,/,9,-0.4,/,/,-6,-4,/
N#Cc1c(-c2ccccc2)c(-c2ccccc2)n[nH]c1=O,3,10,4,-0.5,-1.8,-2,-1,-17,-4
Cc1ccccc1C(=O)NNC(=O)c1cccc(Br)c1,1,14,-1,0.0,-0.2,-1,-1,-4,1
O=C(NCc1ccc(F)cc1)C1CCN(S(=O)(=O)N2CCCCC2)CC1,0,0,-1,0.1,-0.1,17,3,-10,-5
Cc1cc(C(=O)OCC(=O)N2C(C)CCCC2C)c(C)o1 (stereo not drawn),0,-2,-12,-0.3,0.3,14,0,0,-13
Cn1nnc(C(O)CNCc2ccc(Cl)cc2)n1 (stereo not drawn),5,-14,-8,0.9,-0.2,-3,-3,-8,-2
CC(=O)c1ccccc1C(=O)N1CCCC(CCC(=O)N2CCN(c3ccccn3)CC2)C1 (stereo not drawn),-1,1,-1,-0.4,0.8,3,-1,-3,2
Cc1c(C(=O)Nc2c3c(nn2C(C)(C)C)CS(=O)(=O)C3)cccc1[N+](=O)[O-],1,-14,2,0.2,-0.7,-6,1,-12,18
O=C1CC2(CCN(C(=O)c3cccc(F)c3)CC2)Oc2ccccc21,2,9,1,-0.3,-0.3,2,-11,3,9
CC(C)(C)c1nc(SCC(=O)Nc2ccc3c(c2)OCCO3)c2ccccc2n1,3,-3,-3,0.7,-0.4,-6,-4,1,-5
Cc1ccc(S(=O)(=O)NCc2ccco2)c(C)c1C,1,8,-8,-0.6,-0.9,7,-10,-2,-14
COc1ccc(S(=O)(=O)NCc2ccccn2)cc1NC(=O)c1ccc(C)cc1,2,-9,-9,-0.1,0.7,17,-2,17,13
Cc1nc2nc(CCNS(=O)(=O)c3ccc(Cl)cc3)cn2nc1C,5,-3,-1,-0.3,0.2,-3,-7,-11,10
CCOc1ccc(OCC)c(NC(=O)C2CCN(S(=O)(=O)c3cnc[nH]3)CC2)c1,2,11,-3,0.3,0.3,-4,-2,-1,-1
CCCn1c(C(O)c2cccc(OC)c2)nc2ccccc21 (stereo not drawn),3,19,2,0.3,0.8,12,3,-24,-2
COC(=O)c1c(NC(=O)c2ccc(C)o2)sc2c1CCCCC2,4,-1,9,1.2,0.2,4,-3,18,-12
